Screening data: PubChem BioAssay, National Center for Advancing Translational Sciences (NCATS)
HCMV antiviral: inhibitors of human cytomegalovirus. activity change, negative = inhibition, % at 57.5 µM. 4.5% of 410,000 active. HFF cells, HCMV-luciferase reporter, 72 h; stronger effect = lower value; in the data active = activity change below about -60%; inconclusive = no clear call, values can overlap the other calls; inactive = above about -39%
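HFF cells seeded 16 h at 37C, treated with compounds, infected with luciferase-reporter HCMV at MOI 1 PFU/cell; luciferase read at 72 h post infection, normalized to buffer-only and Salinomycin controls.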
AMA1-RON2 inh: disrupts binding of P. falciparum AMA1 to RON2 | 0.2% of 360,000 active | AlphaScreen AMA1-biotinylated RON2 peptide binding | Potency, µM (titrated, usually from 58.2 µM), for the others: top-dose activity change, negative = inhibition, hits mostly inhibitors; active = well fitted inhibition curve with a large enough effect; inconclusive = small, poorly fitted or top-dose-only effect; inactive = no such curve, though single readings can be large or run the other way;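 note: potency is the fitted concentration of half-maximal effect; 0% = vehicle wells and -100% = peptide control; nearly all actives have a fitted effect of over 45% in size; some results filed as inactive show a strong effect at the top dose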
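AMA1 (3D7) with his tag at 25 nM final met compounds first, then biotinylated RON2 peptide at 25 nM; detection used donor plus acceptor beads, 10 µg/mL apiece, read by AlphaScreen after 30 min at room temperature.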
* marks the source's active call; other numbers are inactive results; ? = inconclusive; [ ] = another dose, or the depositor's remark. Unless noted, % is set by controls: 0 for no effect and ±100 for the full control effect. Only part of the results is shown; rates above refer to the full screens.

Compound,HCMV antiviral,AMA1-RON2 inh
CCCCCCN1C[C@@H](O)[C@H](n2cc(COC(=O)c3ccccc3)nn2)C[C@@H]1c1ccccc1,-8,-3%
C[C@]12CCCCC1=CC(=O)C1C2CC[C@@]2(C)C1C[C@@H](F)[C@@H]2O (stereo not given in full),?,-7%
C[C@@H]1CN([C@@H](C)CO)C(=O)CCCn2nncc2CO[C@H]1CN(C)Cc1ccncc1,16,14%
Cc1ccc(CNc2nc3cc(-c4ccccc4C)sc3c(=O)n2C)c(C)c1,-31,18%
CCOC(=O)Cc1csc(NC(NC(=O)OCC)(C(=O)OCC)C(F)(F)F)n1 (stereo not given),1,-8%
O=C1/C(=C/c2ccc(S(=O)(=O)O)cc2S(=O)(=O)O)CCc2ccccc21,5,9%
CCOC(=O)C1=C[C@@H](C(C)(C)C)N(S(=O)(=O)c2ccc(C)cc2)[C@H]1c1cccc(Cl)c1,-88*,6%
c1csc(CNc2nc(Oc3ccncc3)c3sccc3n2)c1,67,16%
COc1c(C)cc(C(O)c2ncc(-c3cccc4ccccc34)[nH]2)cc1C (stereo not given),1,0%
Cc1cccc(NS(=O)(=O)c2cccc(C(=O)NCC(c3ccc(F)cc3)N3CCOCC3)c2)c1 (stereo not given),-20,-10%[11.6 µM]
O=C(NCCN1CCC2(CC1)C(=O)NCN2c1cccc(F)c1)c1ccc2ccccc2c1,-101*,-23%
Cc1ccc(-c2nc3ccc(Cl)cn3c2CC(C)(C)C)cc1,13,0%
Cc1cccc2c(N=NC(=O)C(C)n3cnc4ccccc4c3=O)c(O)[nH]c12 (stereo not given),11,-21%
CCOC(=O)C1Nc2ccc(C)cc2C2C=CCC12 (stereo not given),-20,-2%
COc1ccc(C(C#N)=Cc2ccc(NC(C)=O)cc2)cc1,-25,-10%
CCCCC[C@@H]1C=C(C(=O)OCC)[C@H](c2ccccc2)N1S(=O)(=O)c1ccc(C)cc1,?,21%
Cc1cc2nc(-c3ccccc3)c(CC3CCCCC3)n2c(C)c1Br,28,3%
COCCCNC(=O)c1cccc2c(-c3ccc(O)c(OC)c3)coc12,71,9%
Cc1noc(C)c1CCC(=O)Nc1cc(Cl)ccc1C(=O)O,-5,3%
CC(C)c1ccc(C(=O)N2CCCCC2c2cc(C(=O)Nc3ccncc3)no2)cc1 (stereo not given),7,2%
CCC(NC(=O)C1CCCC1)c1ccccc1 (stereo not given),66,-13%
O=C(Nc1ccc(Cl)cc1)c1csc([C@@H]2O[C@H](CO)[C@@H](O)[C@H]2O)n1,23,15%
CCCNC(=O)c1cc(C2CCCN(C(=O)c3ccc(OC)cc3)C2)on1 (stereo not given),10,-2%
CCCc1nc2c3ccccc3ccn2c1Cc1ccccc1,77,-8%

Exported with values under each structure: part of the list above
Values in the order – HCMV antiviral | AMA1-RON2 inh
- COc1c(C)cc(C(O)c2ncc(-c3cccc4ccccc34)[nH]2)cc1C (stereo not given)
    1 | 0%
- Cc1ccc(CNc2nc3cc(-c4ccccc4C)sc3c(=O)n2C)c(C)c1
    -31 | 18%
- O=C1/C(=C/c2ccc(S(=O)(=O)O)cc2S(=O)(=O)O)CCc2ccccc21
    5 | 9%
- Cc1noc(C)c1CCC(=O)Nc1cc(Cl)ccc1C(=O)O
    -5 | 3%
- COCCCNC(=O)c1cccc2c(-c3ccc(O)c(OC)c3)coc12
    71 | 9%
- CCCc1nc2c3ccccc3ccn2c1Cc1ccccc1
    77 | -8%

(listing goes on)
Compound,HCMV antiviral,AMA1-RON2 inh
Cc1ccc(CCNc2ncnc(Cl)c2N)cc1,-84*,-3%
CC1(C(=O)NS(=O)(=O)c2cccs2)CCN1C(=O)c1ccccc1CCc1ccccc1 (stereo not given),-9,3%
COc1cc2ccc(C(C)=O)c(O)c2cc1OC,-31,32%[activator]
COc1cc(C2c3cc4c(cc3OC(NNC(N)=S)C2C)OCO4)cc(OC)c1OC (stereo not given),-81*,19%
COc1ccc(C(C)(O)c2nc(-c3cc(F)cc(F)c3)cs2)cc1 (stereo not given),-96*,6%
Cn1ncc2c(=O)[nH]nnc21,29,13%
COc1ncnc2c1ncn2CCCNCc1ccccn1,-12,118%[activator]
C[C@@H]1COc2cc(N3CC[C@H](O)C3)ccc2S(=O)(=O)N1,5,3%
CCNC(=O)c1cc2c(c(-c3cccc(-c4cccc(C(=O)N(C)C)c4)c3)n1)[C@@H](CCO)N(S(=O)C(C)(C)C)C2 (stereo not given in full),-10,-7%
Cc1cc(Br)cn2c(Cc3cccc(Cl)c3)c(-c3ccco3)nc12,4,?
Cc1ccc([C@@H]2CC(=O)[C@@H]3CN(S(=O)(=O)c4ccc(C)cc4)[C@H](c4ccc(Cl)cc4)C[C@@H]3N2S(=O)(=O)c2ccc(C)cc2)cc1,-20,-5%
CC(C)NC(=O)C1C(c2ccc(C(F)(F)F)cc2)=Nc2ccccc2N1C(=O)c1ccccc1 (stereo not given),4,3%
COC(=O)[C@]12CCCCC=C1N(Cc1ccc3c(c1)OCO3)C(=O)[C@H](CC(=O)NCc1ccccc1)C2,8,-15%
CC1=C(C(=O)N2CCOCC2)CC(CC(=O)NC2CCCCC2)C(=O)N1Cc1ccccc1 (stereo not given),-20,-8%
COc1cccc(NC(=O)C2(C)CCN2Cc2ccccc2OC(F)F)c1 (stereo not given),?,5%
Cc1ccccc1Nc1nc(N)nc(COC(=O)c2ccc3c(c2)OCCO3)n1,16,17%
Cc1ccc(NC(=O)C(C)Sc2nnc3n2CCCCC3)cc1S(=O)(=O)N1CCOCC1 (stereo not given),-20,-5%
Cc1cc2oc(=O)cc(CN(C)Cc3ccccc3)c2cc1C,14,8%
COC(=O)C1=CN(c2ccc(Oc3ccccc3)cc2)C(N)=C(C#N)C1c1ccc(-c2ccccc2)cc1 (stereo not given),-1,6%
Nc1nc(=S)c2ncn(C3CCCCC3)c2[nH]1,-35,53%[activator]
COc1ccc(CCc2nc3ccccc3n2C(CCc2ccccc2)c2nc3ccccc3[nH]2)cc1 (stereo not given),?,-12%
COc1ccc(CCCNC(=O)C2Cc3c(-c4ccccc4)ccnc3O2)cc1 (stereo not given),10,-17%
COCCNC(=O)c1cc(-c2ccccc2)sc1N,-18,21%
CC(C)(C)S(=O)(=O)c1ccccc1-c1noc(-c2ccccc2)c1C(N)=O,-18,12%
CCOc1ccc(C(c2c(C)n(C)n(-c3ccccc3)c2=O)c2c(C)n(C)n(-c3ccccc3)c2=O)c(O)c1,-15,-17%
COc1ccc(C(=O)N(Cc2ccco2)Cc2cc3cc(C)ccc3[nH]c2=O)cc1OC,30,1%
COc1ccccc1N1CCN(Cc2cc(=O)oc3cc(C)ccc23)CC1,1,9%
c1ccc(CNn2nnc3ccccc32)cc1,28,-4%
CO[C@@H]1CN(C)C(=O)c2ccc(NC(=O)C3CCC3)cc2OC[C@H](C)N(CC2CCCCC2)C[C@H]1C,47,-7%
O=[N+]([O-])c1ccc(C=NNc2ccc(S(=O)(=O)O)cc2)cc1,-11,-2%
CCN1C[C@@H]2[C@@H]3C(=O)N(Cc4ccccc4)C(=O)[C@@H]3[C@](C)(C1=O)N2C(=O)c1ccccc1,-14,-1%
COc1ccc(S(=O)(=O)N2CCCCCC2)cc1NC(=O)CCNC(=O)c1ccc(Cl)cc1,6,5%
CCc1nc2ccc(C(=O)N3CCN(S(=O)(=O)CC)CC3)cn2c1N(C=O)CCC(C)C,5,-2%
CC(C)Oc1cccc(NC(=O)C2(C)CCCN2C(=O)C(C)C)c1 (stereo not given),20,16%
CC(CCl)n1c(=O)c2ccccc2n1S(C)(=O)=O (stereo not given),2,14%
C=CCOc1ccc2c(c1)CCC1C2CCC2(C)C(O)C(O)CC12 (stereo not given),33,-19%
Nc1c(N=O)c(=O)[nH]c(=O)n1-c1ccccc1,3,42%[activator]
O=C(NCC1=C(c2cccc3ccccc23)C[C@@H]2CC[C@H]1N2Cc1ccco1)c1cccs1,?,-30%
O=C(CN(c1cccc(Br)c1)S(=O)(=O)c1ccccc1)N/N=C/c1cc([N+](=O)[O-])ccc1O,-94*,46%[activator]
O=[N+]([O-])c1c(O)c(Cl)cc(Cl)c1Cl (tested in a mixture with another compound),18,6%
CCCCNC(=O)C[C@@H]1C[C@@]2(C(=O)OCC)CCC=C2N(Cc2ccccc2)C1=O,-22,5%
O=C1CCC2(O)C3Cc4ccc(O)c5c4C2(CCN3Cc2ccoc2)C1O5 (stereo not given),-13,-19%
O=C(Nc1ccc2c3c(cccc13)CC2)c1ccccc1,-3,2%
CN1CCN(c2ccc(CNC(=O)C3Cc4c(-c5ccc6c(c5)OCO6)ccnc4O3)cc2)CC1 (stereo not given),17,-19%
COc1ccc(-c2coc3c(C(=O)NC4CCCCC4)cccc23)c(C)c1,?,-13%
C[C@@H]1CN([C@@H](C)CO)C(=O)CCCn2nncc2CO[C@H]1CN(C)C(=O)c1ccc(N2CCN(C)CC2)cc1,-9,6%
O=C(NCCc1ccccc1)c1ccccc1C(F)(F)F,34,7%
O=C(O)c1cccc(S(=O)(=O)Nc2ccccc2Oc2ccccc2)c1,93,-3%

The final 2 entries of the part before open the next one:
Compound,HCMV antiviral,AMA1-RON2 inh
O=C(NCCc1ccccc1)c1ccccc1C(F)(F)F,34,7%
O=C(O)c1cccc(S(=O)(=O)Nc2ccccc2Oc2ccccc2)c1,93,-3%
CN(C(=O)c1ccc(NC(=O)Cc2cccc(NC(=O)C3CCCN(C(=O)C4CCC4)C3)c2)cc1)C1CC1 (stereo not given),44,5%
CCOC(=O)[C@]12Cc3cc4ccccc4cc3[C@H]1N(Cc1ccccc1)C(=O)c1cc(OC)ccc12,-91*,-17%
O=C(Nc1ccn(CCCNCc2ccccn2)c(=O)n1)OCc1ccccc1,-29,98%[activator]
OC[C@@H]1CN(Cc2cccs2)C[C@H](n2cnc3c(NCc4ccncc4)ncnc32)O1,24,5%
Clc1cccc(Cc2c(-c3ccco3)nc3ccc(Cl)cn23)c1,-18,-21%
COc1c(C)cc(C(O)c2ncc(-c3ccccc3)[nH]2)cc1C (stereo not given),-5,-10%
CNC(=O)C[C@H]1C(=O)N(C2CCCCC2)C[C@@H]1CSC,14,-1%
CC1(C(=O)Nc2cccc3c2CCCC3)CCN1C(=O)CCC1CCCC1 (stereo not given),5,-6%
CCCn1c(=N)n(CC(=O)O)c2ccccc21,9,0%
C=CCOC(=O)C1=C[C@@H](c2cn(C(C)=O)c3ccccc23)C[C@@H](OCc2ccc(CO)cc2)O1,0,-16%
CN(C)CCN1CCN(C2CN(Cc3ccccc3)S(=O)(=O)C2)CC1 (stereo not given),-11,3%
O=C(O)c1ccccc1C=NN1CCCCCC1,-1,-2%
CC(C1=C(CCN(C)C)Cc2ccccc21)c1ccccn1 (stereo not given),-38,1%
COc1ccc(C2=Nc3ccccc3NC(=O)C2N(Cc2ccccc2)C(=O)C2=NNC(=O)CC2)cc1 (stereo not given),40,34%[activator]
O=C(NC(c1ccc(F)cc1)c1cnccn1)C1CCN(CCOc2ccc(Cl)cc2Cl)CC1 (stereo not given),?,11%
O=C(C(=O)N1CCN(c2ccccc2)CC1)c1ccccc1,-26,-4%
CCC(C(=O)Nc1ccccn1)c1ccccc1 (stereo not given),-8,-2%
CC(O)(c1ccc(F)c(F)c1)c1nc(-c2ccc(S(C)(=O)=O)cc2)cs1 (stereo not given),-3,3%
C[C@@H]1ON(C)[C@H]2C[C@H]3c4cc(N5CCOCC5)ccc4CCN3C(=O)[C@@H]12,13,12%
O=C1NC[C@H](CCCCN2C[C@@H](Cc3ccccc3)N(Cc3ccccc3)C(=O)C2=O)N(CCC2CCCCC2)C1=O,-10,4%
O=S1(=O)N[C@H](Cc2ccccc2)COc2cccc(N3CCC[C@@H]3CO)c21,-12,24%
COc1ccc(OCc2cc(C(=O)NC(C)c3nc(C)cs3)no2)c(Cl)c1 (stereo not given),49,-7%
CCOC(=O)C1(CCOc2ccccc2)CCN(Cc2ccc(OC)cc2)CC1,-32,-13%
COc1ccc(CNC(=O)[C@@H]2CC=C[C@@H]3CCN(Cc4ccccc4)C(=O)[C@@H]32)cc1,-20,11%
